# Menin-MLL TR inh: qHTS Assay for Inhibitors Targeting the Menin-MLL Interaction in MLL Related Leukemias: Competition With Texas Red Labeled MLL-derived Mutant Peptide. Menin + Texas Red MLL mutant peptide, fluorescence polarization. Potency, µM (series often up to 61.6 µM), for inactives: at the highest dose FP activity change, negative = inhibition, usual class: inhibitors. 0.23% of 270,000 active. O00255; active = well fitted inhibition curve with a large enough effect in the polarisation, with a control signal flat, not every such curve was filed as active; inconclusive = small, poorly fitted or top-dose-only effect, or effect the other way, or a change in a side signal; inactive = no such curve, though single readings can be large or run the other way; the % refers to the polarisation; note: potency is the fitted concentration of half-maximal effect; % of control where 0% means no effect; many of its hits are not listed in these tables
# Coupling enz: qHTS Assay for Inhibitors of Fructose-1,6-bisphosphate Aldolase from Giardia Lamblia: Coupling assay counterscreen; coupling enzyme system counterscreen, AmpLite Red fluorescence; activity change, negative = inhibition, % at 58.2 µM, hits read low; 0.67% of 290,000 active; AID 2472, 2010; in the data active = activity change below about -30%; note: % is set by controls: 0 for no effect and ±100 for the full control effect
#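 Counterscreen of the coupled detection system alone, without aldolase: glyceraldehyde-3-phosphate coupling enzymes plus AmpLite Red readout. Compounds at 57.5 uM final, 10 min RT preincubation, 20 min RT reaction, fluorescence 525/598 nm.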
# USP2a inh: qHTS Assay for Inhibitors of Ubiquitin-specific Protease USP2a Using CHOP2 as the Reporter | Potency, µM (highest dose often 38.3 µM), without a hit: at the top dose activity change, negative = inhibition, usual class: inhibitors | USP2 core, Ub-CHOP2 coupled fluorogenic reporter, 485/531 | Ubiquitin carboxyl-terminal hydrolase 2 (Homo sapiens), O75604 | 0.01% of 330,000 active;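 note: potency is the fitted concentration of half-maximal effect; plate controls were DMSO wells for no effect and full inhibition by NEM control for full effect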
#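 Deubiquitinase activity read as fluorescence (485/531 nm) after Ub-CHOP2 cleavage activates the enterokinase reporter on its substrate; USP2 core 10nM, Ub-CHOP2 and substrate 25nM each, 30min compound preincubation then 60min RT; data normalized to NEM, curves fitted.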
# TRPV1 agonist: HTS Assay for Compounds that Act as Agonists of the Vanilloid Receptor 1. Transient receptor potential cation channel subfamily V member 1 (Homo sapiens), Q8NER1. TRPV1-expressing cells, Fluo-8 calcium influx, agonist mode. activation, % at 8.33 µM. 0.19% of 320,000 active. AID 540275, 2011; in the data active = activation above about 80%; inconclusive = between about 30% and that limit; note: 0% is about no effect
#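 TRPV1-expressing cells were cultured overnight at 35.5C and loaded with Fluo-8 calcium dye for 40 to 90 min at room temperature. After a 10 s baseline, compound was added and calcium influx was read kinetically for 3 min (ex 480/em 520 nm).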
# hERG WT inh: qHTS for Inhibitors of KCHN2 3.1: Wildtype qHTS. U2OS, BacMam KCNH2, thallium flux FluxOr; stronger effect = lower value. activity change, % at 1.84 µM. 0.37% of 340,000 active;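 active = maximum activity change below -70%; inconclusive = maximum activity change between -70% and -50%; inactive = maximum activity change above -50%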; note: % is set by controls: 0 for no effect and ±100 for the full control effect
#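 U2OS cells transduced with wild-type KCNH2 virus are loaded with FluxOr dye for 45 min, and thallium flux is measured in kinetic reads before and after stimulation buffer. Rate constants are normalized to DMSO controls.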
# GALK inh: qHTS Assay for Inhibitors of Human Galactokinase (GALK). Potency, µM (titrated, usually from 57.5 µM), for the others: at the highest dose activity change, negative = inhibition, most hits filed as inhibitors. P51570. Purified GALK, Kinase-Glo residual ATP luminescence. 0.007% of 270,000 active. AID 1868, 2009; note: potency is the fitted concentration of half-maximal effect; % is set by controls: 0 for no effect and ±100 for the full control effect
# Target sequence (P51570 whole entry, looked up): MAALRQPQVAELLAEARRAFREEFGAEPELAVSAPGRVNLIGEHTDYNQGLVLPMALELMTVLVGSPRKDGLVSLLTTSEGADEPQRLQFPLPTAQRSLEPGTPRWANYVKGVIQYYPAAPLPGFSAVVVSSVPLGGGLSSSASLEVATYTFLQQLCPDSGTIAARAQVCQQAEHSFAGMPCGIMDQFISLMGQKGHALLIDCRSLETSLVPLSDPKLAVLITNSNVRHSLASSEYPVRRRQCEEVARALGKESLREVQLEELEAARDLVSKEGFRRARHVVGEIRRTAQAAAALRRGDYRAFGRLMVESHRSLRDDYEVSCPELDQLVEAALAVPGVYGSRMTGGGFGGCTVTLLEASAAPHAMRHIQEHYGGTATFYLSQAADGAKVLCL
#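 Compounds were pin-transferred into ATP buffer (35 uM final), then GALK plus galactose (5 nM, 100 uM final) was added. After 1 h at room temperature, Kinase-Glo Plus was added and luminescence read after 10 min.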
# CXXC DNA block: qHTS Fluorescence Polarization Assay for Inhibitors of MLL CXXC domain - DNA interaction; Histone-lysine N-methyltransferase 2A (Homo sapiens), Q03164; MLL-CXXC / FITC-HOXA9 DNA fluorescence polarization; Potency, µM (titrated, usually from 115 µM), for the others: at the top dose activity change, negative = inhibition, most hits filed as inhibitors; 0.037% of 290,000 active; active = well fitted inhibition curve with a large enough effect in the polarisation, with a control signal flat, not every such curve was filed as active; inconclusive = small, poorly fitted or top-dose-only effect, or effect the other way, or a change in a side signal; inactive = no such curve, though single readings can be large or run the other way; the % refers to the polarisation; note: potency is the fitted concentration of half-maximal effect
#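 Purified MLL-CXXC (added from a 7 uM solution) was preincubated 5 min at ambient with pinned compounds in 50 mM Tris-HCl pH 7.5, 50 mM NaCl, 1 mM DTT, 0.05% BSA. Fluorescein-labeled HOX-A9 DNA (50 nM solution) followed, 30 min, then polarization read.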
# KCNH2 3.1 inh: qHTS for Inhibitors of KCHN2 3.1: Mutant qHTS. Potassium voltage-gated channel subfamily H member 2, brain isoform KCNH2 3.1 (human). U2OS KCNH2 3.1, thallium flux FluxOr; stronger effect = lower value. activity change, % (tested at about 1.8 µM). 0.95% of 340,000 active. AID 720553, 2013;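 active = maximum activity change below -70%; inconclusive = maximum activity change from -70% to -50%; inactive = maximum activity change above -50%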;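 note: thallium influx rate constant from kinetic fluorescence after stimulation buffer; % is set by controls: 0 for no effect and ±100 for the full control effect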
#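 Steps: virus added to U2OS suspension (4 h, RT, dark); medium with 10% FBS added, cells plated, 37 C overnight; FluxOr/Red40 loading buffer 45 min RT; stimulation buffer, 2 min kinetic read; rate constant normalized.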
# PKM2 activator: qHTS Assay for Activators of Human Muscle isoform 2 Pyruvate Kinase; Potency, µM (series often up to 57.5 µM), for inactives: top-dose activation, usual class: activators; purified PKM2, Kinase-Glo ATP luminescence, activation; response scale: 0% is enzyme alone, no compound; 0.34% of 260,000 active; note: potency is the fitted concentration of half-maximal effect; % is set by controls: 0 for no effect and ±100 for the full control effect; nearly all actives have a fitted effect of over 55% in size
#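 hPK-M2, >95% pure; 0.1 mM ADP / 0.5 mM PEP final; imidazole pH7.2 buffer w/ 7 mM MgCl2, 50 mM KCl; 1 h RT; Kinase-Glo lum. Intermediate enzyme activity for dual inhibitor/activator qHTS.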
# B2AR arrestin: qHTS assay of beta-arrestin-biased ligands of beta2-adrenergic receptor | beta-arrestin recruitment to beta2AR, cell-based reporter | AID 492947, 2010 | Beta-2 adrenergic receptor (Homo sapiens), P07550 | 0.02% of 330,000 active | Potency, µM (highest dose often 46.1 µM), for the others: top-dose activation, actives largely listed as activators;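 note: potency is the fitted concentration of half-maximal effect; 0% = DMSO controls and full agonism = EC100 isoproterenol or metaproterenol; nearly all actives have a fitted effect of over 65% in size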
# Target sequence (P07550 whole entry, looked up): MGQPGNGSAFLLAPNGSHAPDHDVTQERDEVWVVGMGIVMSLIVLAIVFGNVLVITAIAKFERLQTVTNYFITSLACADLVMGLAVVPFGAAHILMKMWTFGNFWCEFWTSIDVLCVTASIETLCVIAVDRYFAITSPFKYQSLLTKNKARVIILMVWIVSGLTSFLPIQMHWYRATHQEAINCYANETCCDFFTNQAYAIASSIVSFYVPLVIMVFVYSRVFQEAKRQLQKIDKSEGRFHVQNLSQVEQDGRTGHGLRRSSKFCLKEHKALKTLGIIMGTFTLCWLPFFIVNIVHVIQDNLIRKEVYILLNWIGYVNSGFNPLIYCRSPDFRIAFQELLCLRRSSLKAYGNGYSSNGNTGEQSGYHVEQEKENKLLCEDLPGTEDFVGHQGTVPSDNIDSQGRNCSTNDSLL
# Giardia killer: Small Molecules that selectively kill Giardia lamblia: qHTS. activity change, % at 7.66 µM, hits read low. 0.15% of 340,000 active. Giardia lamblia trophozoite viability; in the data active = activity change below about -80%; inconclusive = between about -30% and that limit;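 note: parasites exposed to compound for two days anaerobically before the ATP read; % is set by controls: 0 for no effect and ±100 for the full control effect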
#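 Killing of trophozoites was scored by loss of ATP luminescence after a 48 hrs anaerobic exposure to compounds at 37 deg C, using 100 cells per well.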
# An asterisk follows results filed as active; u = inconclusive; x = no result given; [ ] = dose if it differs, or a comment. Unless noted, calls come from the whole dose curve; as a rule, active = well fitted curve in the direction sought with a large enough effect; inconclusive = small, poorly fitted or top-dose-only effect, or another doubt; inactive = no such curve, though single readings can be large; an effect the other way counts as inactive or inconclusive. An excerpt (hit frequency here may not be typical).
canonical_smiles	Menin-MLL TR inh	Coupling enz	USP2a inh	TRPV1 agonist	hERG WT inh	GALK inh	CXXC DNA block	KCNH2 3.1 inh	PKM2 activator	B2AR arrestin	Giardia killer
O=C(NCC1COc2ccccc2O1)c1ccc(NC(=O)C(c2ccccc2)c2ccccc2)cc1 (stereo not given)	u	-3	2%	0	x	1%	3%	12	2%	-1.7%	9
COc1ccc(/C=C/C(=O)C2CC2)cc1COc1cccc(C)c1C	x	-4	-10%	u	0	-7%	3%	-2	-5%	-0.4%	0
CCN(CC)P(=O)(C(NC(=O)OC)C(F)(F)C(F)(F)C(F)(F)C(F)F)N(CC)CC (stereo not given)	-12%	3	0%	-2	-9	2%	-5%	4	20%	0.1%	5
Cc1ccccc1-c1cc(C(=O)Nc2nc3c(s2)CCCC3)c2ccccc2n1	21%	-4	-5%	8	-16	6%	-7%	5	-3%	0.0%	7
O=C(COc1cccc(C(F)(F)F)c1)NCC(c1ccco1)N1CCCC1 (stereo not given)	x	x	1%	x	9	x	x	14	x	-0.6%	-2
Nc1nc(F)cc(N2CCCCCC2)n1	-8%	-1	5%	0	-14	-1%	-2%	17	-11%	0.3%	11
CCOc1ccc(-n2nc3ccc(NC(=O)CC)cc3n2)cc1	17%	-2	1%	2	-3	0%	5%	0	1%	0.1%	27
CC(C)(C)c1cc(C(=O)N/N=C/c2ccc([N+](=O)[O-])s2)n[nH]1	x	1	-1%	x	0	0%	4%	-4	-10%	-0.6%	-93*
O=C(NCc1ccc(F)cc1)C1CCCN(S(=O)(=O)c2ccc(-n3cnnn3)cc2)C1 (stereo not given)	12%	0	1%	0	22	-1%	12%	-9	9%	0.2%	-6
O=C(CNC(=O)c1ccccc1Br)N/N=C/c1ccccc1O	0%	-2	3%	-2	2	-2%	-2%	12	-2%	0.0%	8
O=C(CSc1ccccc1)Nc1nnc(/C=C/c2ccccc2)s1	-25%	-1	3%	1	16	-1%	9%	-1	-16%	0.1%	4
CCOc1cccc(C2C(C(=O)c3ccco3)=C(O)C(=O)N2Cc2ccncc2)c1 (stereo not given)	2%	2	0%	-1	5	1%	10%	-5	-1%	-0.1%	-8
O=C1CC(c2ccccc2)NN1 (stereo not given)	x	x	0%	-1	-9	x	x	2	x	0.3%	-13
O=C(CNC(=O)N1CC(=O)Nc2ccccc21)Nc1ccc(Cl)cc1	12%	0	3%	1	-1	1%	1%	3	x	-0.1%	3
CCN(CC(=O)NC(=O)NCc1ccco1)Cc1nc2ccccc2c(=O)[nH]1	12%	-7	3%	-3	1	2%	6%	-4	-18%	0.3%	4
CN(C(=O)CSc1nc(O)cc(=O)n1-c1ccccc1F)c1ccccc1	x	x	-1%	-1	-13	-2%	7%	5	5%	-0.2%	6
COc1cc(Cl)cc(C2NC(=O)NC(C)=C2C(C)=O)c1OCC(=O)O (stereo not given)	1%	0	-5%	12	-14	2%	-12%	-2	1%	0.1%	-13
CCOC(=O)CCc1c(C)c2ccc(OCc3nn[nH]n3)cc2oc1=O	-7%	5	2%	1	-4	0%	-3%	6	3%	0.5%	-16
CCCc1cc(=O)c2c(O)cccc2o1	x	5	-2%	2	-8	x	12%	11	0%	0.0%	-8
Cc1ccc(Cl)cc1NC(=S)N(CCCN1CCOCC1)Cc1ccco1	8%	2	2%	15	13	-1%	2%	-13	-3%	0.3%	15
O=C(OCC(=O)N1CCC(Cc2ccccc2)CC1)c1cc(Br)ccc1O	x	x	5%	x	-2	x	x	2	x	-0.6%	-10
Nc1nc2c(s1)CCc1c-2cnn1-c1ccccc1	-18%	3	-4%	5	0	-4%	32µM*	-4	3%	3.9%	-8
CCOc1ccc2ccccc2c1CNCCN1CCOCC1	-1%	0	1%	2	-9	5%	6%	13	-4%	0.4%	1
NS(=O)(=O)c1ccc(NC(=O)CSc2ccccc2)cc1	u	1	10%	u	-6	0%	0%	20	0%	0.4%	8
Cn1c(C(=O)Nc2ccccc2)cc2sccc21	u	-5	2%	u	1	0%	1%	-4	-1%	0.0%	7
Cc1cccc(OCC(=O)Nc2cc(C)ccc2O)c1	20%	-3	0%	2	0	-1%	-5%	4	-2%	-0.2%	-7
O=C(/C=C/c1ccccc1[N+](=O)[O-])N1CCN(c2ccc(F)cc2)CC1	-16%	1	5%	5	5	-1%	0%	-8	-7%	0.2%	-5
CCOC(=O)N1CCC(N2C(=O)c3ccccc3C2Nc2ccc(C)cc2)CC1 (stereo not given)	10%[11.7 µM]	5	3%	x	-10	1%	5%	6	0%	-1.0%	-22
O=C(Cc1ccc(S(=O)(=O)N2CCCC2)s1)N1CCOCC1	13%	0	-1%	0	-1	0%	-7%	16	3%	0.2%	5
Cn1c(SCC(=O)N2CCOCC2)nnc1-c1ccccc1	8%	-1	1%	-4	-5	-2%	-2%	-2	1%	0.0%	-7
CCCCc1ccc(S(=O)(=O)Nc2ccc(C)c(NS(C)(=O)=O)c2)cc1	x	1	-6%	x	1	-3%	-10%	-3	0%	-0.4%	-15
Cc1ccc2nc(SC(C)C(=O)Nc3cccc([N+](=O)[O-])c3)[nH]c2c1 (stereo not given)	u	-12	-5%	u	1	0%	3%	-10	-11%	7.4%	-3
COc1ccc(NC(=O)c2sccc2SCc2cccc(C(F)(F)F)c2)cc1	5%	-1	-12%	-6	-4	0%	0%	-20	1%	0.1%	-14
CC(C)N(CC(N)=O)C(=O)c1sc2cc(F)ccc2c1Cl	11%	3	0%	0	5	-3%	2%	3	0%	0.1%	18
Cc1[nH]n(-c2ccc(Cl)cc2)c(=O)c1/C=N/c1nnc(-c2ccccc2)s1	2%	5	4%	-2	11	-2%	40%[activator]	-1	-43%	4.4%	1
COc1cccc(Nc2nnc(SCn3nnc4ccccc4c3=O)s2)c1	u	0	0%	2	-16	10%	9%	-2	1%	-1.1%	4
Cc1ccc(S(=O)(=O)C2(C(=O)Nc3ccc(Br)cc3)CC2)cc1	-2%	1	1%	2	9	-1%	1%	6	8%	-0.7%	-3
O=C(Nc1ccccc1F)C1CCCN1S(=O)(=O)c1ccc(Cl)cc1 (stereo not given)	x	x	3%	6	2	x	x	8	x	-0.2%	25
COC(=O)c1ccc(NC(=O)CSc2nccn2CCc2ccccc2)cc1	2%	1	2%	14	-4	-1%	12%	-9	2%	-0.3%	10
S=c1[nH]nc(Cc2ccccc2)n1Cc1ccco1	6%	-1	0%	5	6	0%	8%	17	-10%	-0.2%	8
COc1cc(SC)ccc1C(=O)N1CCN(c2ccccc2F)CC1	-18%	-1	2%	2	1	0%	-2%	2	3%	0.2%	6
Cn1c(=O)c2c(nc3sccn32)n(C)c1=O	0%	1	-2%	2	10	-1%	4%	-3	-27%	-0.9%	-1
O=C(NCc1ccccn1)NC12CC3CC(CC(C3)C1)C2	-3%	1	1%	-16	-7	0%	6%	11	6%	-0.5%	-8
CCOc1ccc(NC(=O)COC(=O)CCCc2c[nH]c3ccccc23)cc1	u	1	-13%	-3	0	x	1%	-6	-15%	3.8%	-4
COC(=O)NC(=S)N1CCOCC1	9%	-1	3%	-3	3	2%	13%	0	2%	3.5%	1
Cc1ccc(C(=O)N/C(=C\c2cccc([N+](=O)[O-])c2)C(=O)Nc2cccc(C(=O)O)c2)cc1	13%	3	1%	-5	-31	9%	-13%	0	11%	-1.0%	17
Cc1ccc(Sc2ncccc2C(=O)O)c(C)c1	0%	5	1%	-5	-5	-2%	3%	-8	-7%	-1.3%	-21
